IL1B secr inh = inflammasome signaling inhibition, IL-1 beta readout | AID 743279 | 360,000 tested, 4.7% active | activity change, % at 57.5 µM | THP-1 LPS/ATP IL-1B secretion, AlphaLISA, 16 h; hits give low values; in the data active means activity change below about -50%; inconclusive means mostly about -30% to -49%; further: on the % scale 0 is the no-effect control and ±100 the full control effect
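Secreted IL-1B measured by AlphaLISA bead assay after 16 h compound exposure of THP-1 cells; compounds (final up to 57.5 uM) added 1 h before LPS (250 ng/mL) and ATP (1.25 mM) stimulation; lower signal means less secretion.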
D3 ag = agonists of human D3 dopamine receptor | AID 652048 | 410,000 tested, 0.58% active | P35462 | D3R DiscoveRx beta-arrestin cells, luminescence, 90 min | max activation, %; in the data active means max activation above about 30%; further: 0% is about no effect; mostly tested at two doses, the higher about 12 µM
Target sequence (P35462 whole entry, looked up): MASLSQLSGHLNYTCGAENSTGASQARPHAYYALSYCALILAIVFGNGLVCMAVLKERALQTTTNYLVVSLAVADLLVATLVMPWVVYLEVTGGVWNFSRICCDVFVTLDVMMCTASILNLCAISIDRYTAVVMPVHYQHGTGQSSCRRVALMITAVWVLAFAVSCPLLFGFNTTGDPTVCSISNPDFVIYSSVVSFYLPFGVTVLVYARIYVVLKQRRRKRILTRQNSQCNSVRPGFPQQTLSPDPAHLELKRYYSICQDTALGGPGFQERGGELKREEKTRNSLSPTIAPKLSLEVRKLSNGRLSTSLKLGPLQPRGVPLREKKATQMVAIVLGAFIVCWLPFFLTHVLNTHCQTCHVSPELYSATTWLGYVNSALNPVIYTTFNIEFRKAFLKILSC
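Agonist-mode cell screen: cells plated at 1500/well and incubated overnight at 37 °C, then exposed to library compounds for 90 min at 37 °C. Detection reagent was added for 30–60 min at room temperature, and luminescence was read.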
KB-V1 MDR tox = kills drug-selected multidrug resistant KB-V1 cells; KB-V1 MDR cells viability, CellTiter-Glo, 72 h; Potency, µM (series often up to 46.1 µM), inactives show at the highest dose activity change, negative = cytotoxicity, actives largely listed as cytotoxic; 400,000 tested, 3.4% active; AID 1347076; further: potency means the concentration at half of the fitted maximal effect; on the % scale 0 is the no-effect control and ±100 the full control effect; nearly all actives have a fitted effect of over 60% in size
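KB-V1 MDR subline cells in DMEM (phenol-red free, 10% FBS) exposed to compounds in qHTS concentration series for 72 h at 37 degrees C. Viability read by CellTiter-Glo luminescence; concentration-effect curves fitted after normalization and correction.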
KB-3-1 cytotox = kills parental KB-3-1 adenocarcinoma cells | 400,000 tested, 1.4% active | AID 1347075 | KB-3-1 viability, CellTiter-Glo ATP luminescence, 72 h | Potency, µM (doses to about 46.1 µM), without a hit: at the highest dose activity change, negative = cytotoxic, hits mostly cytotoxic; further: potency means the concentration at half of the fitted maximal effect; on the % scale 0 is the no-effect control and ±100 the full control effect; nearly all actives have a fitted effect of over 60% in size
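Cells are dispensed, compounds pinned in, plates held at 37 °C for 72 h, then CellTiter-Glo is added and luminescence read after 10 minutes. Cell line: parental KB-3-1 in phenol-red-free DMEM, 10% FBS.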
HT1080NT lethal = kills 2HG-producing HT-1080-NT fibrosarcoma cells; HT-1080-NT fibrosarcoma viability, CellTiter-Glo ATP luminescence, 48 h; Potency, µM (series often up to 46.1 µM), for inactives: at the highest dose activity, negative = less viability, actives largely listed as cytotoxic; 360,000 tested, 1.6% active;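 further: NT is the 2HG producing partner of a matched IDH1 knockdown line; potency means the concentration at half of the fitted maximal effect; 0% = DMSO-treated cells and -100% = media-only wells without cells; nearly all actives have a fitted effect of over 55% in size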
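Luminescent CellTiter-Glo readout after 48 hours of compound exposure at 37 degrees C defined viability of HT-1080-NT cells. Activity was normalized to DMSO wells and cell-free media wells; concentration-response curves were fitted and assigned curve classes.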
SW480 rereplic = DNA re-replication induction in SW480 cells | SW480 DNA re-replication, Hoechst DNA content imaging, 48 h | Potency, µM (series often up to 46.1 µM), for inactives: top-dose re-replication activation, actives largely listed as activators | 340,000 tested, 1.8% active | AID 624297; further: potency means the concentration at half of the fitted maximal effect; % of control where 0% means no effect; nearly all actives have a fitted effect of over 55% in size
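DNA re-replication was detected as more nuclei of elevated Hoechst intensity after 48 hr exposure to compound (23 nL pinned per well of 250 cells).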
HT1080 IDH1KD tx = kills HT-1080 cells with IDH1 knockdown; AID 686971; HT-1080 IDH1 knockdown viability, ATP luminescence, 48 h; Potency, µM (series often up to 46.1 µM), for inactives: at the top dose activity, negative = toxicity, most hits filed as cytotoxic; 360,000 tested, 2% active;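 further: potency means the concentration at half of the fitted maximal effect; 0% = DMSO wells and -100% = cell-free medium wells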
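IDH1KD HT-1080 cells, 750/well, RPMI + 5% FBS; compound pinned after 2 h settling; 48 h, 37 °C; CellTiter-Glo luminescence; % activity normalised to DMSO and no-cell wells; curves fitted, classed by r2 and efficacy.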
D3 antag = blocks the human D3 dopamine receptor; max response, negative = inhibition, %; AID 652054; P35462; D3R cells, DiscoveRx beta-arrestin luminescence, antagonist mode; hits give low values; 360,000 tested, 2.5% active; in the data active means max response below about -50%; inconclusive means no clear call, values can overlap the other calls; further: on the % scale 0 is the no-effect control and ±100 the full control effect; mostly tested at two doses, the higher about 12 µM
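Cells plated overnight at 1500 cells/well, then exposed to library compounds with dopamine controls for 90 minutes at 37 degrees C. DiscoveRx reagent added for 30–60 minutes at room temperature; luminescence read, quantitative HTS format.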
GLP-1R agonist = agonists of human GLP-1 receptor | P43220 | HEK293 GLP-1R CRE-luciferase, luminescence, 4-6 h; cells express a hypersensitive GLP-1R form | Potency, µM (series often up to 45.6 µM), for inactives: at the top dose activation, actives largely listed as activators | 380,000 tested, 0.007% active | AID 624172; further: potency means the concentration at half of the fitted maximal effect; % of control where 0% means no effect
Target sequence (P43220 whole entry, looked up): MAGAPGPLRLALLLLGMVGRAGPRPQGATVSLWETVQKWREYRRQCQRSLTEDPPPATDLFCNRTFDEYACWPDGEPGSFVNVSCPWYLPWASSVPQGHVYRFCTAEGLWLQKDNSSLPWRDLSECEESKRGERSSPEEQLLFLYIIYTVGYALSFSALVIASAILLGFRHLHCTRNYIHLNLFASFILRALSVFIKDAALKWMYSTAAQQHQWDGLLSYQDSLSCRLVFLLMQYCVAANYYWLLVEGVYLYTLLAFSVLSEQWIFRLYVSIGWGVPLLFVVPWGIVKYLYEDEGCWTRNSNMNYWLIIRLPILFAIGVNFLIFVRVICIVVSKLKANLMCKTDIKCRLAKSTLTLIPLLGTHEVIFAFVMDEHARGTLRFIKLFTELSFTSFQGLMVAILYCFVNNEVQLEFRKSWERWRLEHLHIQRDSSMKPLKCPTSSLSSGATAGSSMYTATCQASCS
* marks the source's active call; other numbers are inactive results; ? = inconclusive; · = not tested or not shown; & = joins results of further samples; [ ] = remark or other dose. Unless noted, the call rests on the fitted dose curve; in most records, active means well fitted curve in the direction sought with a large enough effect; inconclusive means small, poorly fitted or top-dose-only effect, or another doubt; inactive means no such curve, though single readings can be large; an effect the other way counts as inactive or inconclusive.

Each structure is followed by: HT1080 IDH1KD tx	D3 antag	IL1B secr inh	D3 ag	HT1080NT lethal	KB-V1 MDR tox	SW480 rereplic	KB-3-1 cytotox	GLP-1R agonist
> CS(=O)(=O)N(CC(=O)N1CCCC1)c1ccc(F)cc1
    8%	13	13	4	3%	28%	·	9%	-1%
> CC1CN(S(=O)(=O)c2ccccc2)C(C)CN1S(=O)(=O)c1ccccc1 (centres undefined)
    -9%	8	4	-6	-3%	-23%	2%	-1%	0%
> Cc1cc2c(cc1C)NC1(C(=O)Nc3ccccc31)C1=C(CC(C)(C)CC1=O)N2 (centres undefined)
    1%	-13	-5	-3	-14%	15%	-2%	0%	12%
> CCc1noc(C)c1C(=O)N1CCC(CCC(=O)Nc2cccc(OC)c2)CC1
    7%	1	56	7	0%	-5%	?	-12%	-2%
> Cc1cc(C)nc(N2CCC(C(=O)NCc3ccccc3F)CC2)n1
    10%	9	18	-3	-7%	21%	-3%	19%	1%
> Cc1cccc(C(=O)N/N=C2/SCC(=O)N2Cc2ccccc2)c1
    10%	2	12	0	0%	?	2%	10%	3%
> Cc1[nH]c(=S)[nH]c(=O)c1Cc1ccc(OCC(C)C)cc1
    10%	3	20	-2	5%	29%	-2%	7%	9%
> COC(=O)c1ccc(N/C(C)=C/C(=O)c2ccc(C)o2)cc1
    0%	2	24	3	-10%	-1%	-5%	1%	0%
> NC(=Nc1ccc(N)cc1)C(N)=Nc1ccc(N)cc1
    3%	1	18	5	-7%	0%	-2%	18%	9%
> O=C(Nc1ccccc1Oc1ccccc1)c1ccccc1F
    6%	0	17	13	1%	5%	1%	-6%	6%
> COc1ccc(-c2nnc(SCC(=O)NNC(=O)Cc3ccccc3)n2C)cc1OC
    6%	-8	-18	2	10%	?	-5%	11%	0%
> COc1ccccc1CCC(=O)Nc1cccc(S(=O)(=O)N2CCOCC2)c1
    9%	7	2	3	0%	?	-1%	-3%	-2%
> COc1ccc(C(=O)OCC(=O)NC(=O)Nc2ccccc2F)c(OC)c1
    0%	10	42	7	16%	1%	-2%	1%	0%
> Nc1ccc(Nc2ccncc2[N+](=O)[O-])cc1
    8%	7	5	-2	-3%	3%	20%	4%	13%
> O=C(NCc1ccc2c(c1)OCO2)C1CCN(S(=O)(=O)c2cccs2)CC1
    2%	7	-11	-3	13%	1%	-2%	16%	6%
> CC(C)C(=O)Nc1ccc(C(=O)NNC(=S)NC(=O)c2ccccc2[N+](=O)[O-])cc1
    2%	-26	-10	-6	3%	1%	1%	10%	4%
> OC(CNCc1cccs1)c1ccccc1 (centres undefined)
    23%	17	14	6	11%	?	-5%	1%	10%
> COc1cn(-c2ccccc2)nc1C(=O)NCc1ccccc1
    -13%	-5	?	-13	-2%	-25%	-5%	3%	14%
> Cc1nc2nc(-c3ccco3)nn2c(C)c1Cl
    -3%	0	0	-7	0%	-9%	8%	0%	5%
> O=C(CN1C(=O)c2cccnc2Oc2ccc(Cl)cc21)Nc1ccc(F)cc1
    -10%	7	0	-4	-1%	-13%	2%	-2%	-4%
> CCC1CCCN1Cn1cnc2c([nH]c3ccc(Cl)cc32)c1=O (centres undefined)
    2%	-4	?	-8	6%	-27%	-3%	18%	-8%
> CC(=O)c1cccc(OC(=O)c2ccc3c(=O)n4c(nc3c2)CCC4)c1
    0%	1	7	-17	-7%	23%	2%	-2%	-3%
> COc1ccc(CNc2nc3c(-c4cccc(C)c4)nnn3c3ccccc23)cc1
    ·	·	·	2	·	19%	·	-2%	-1%
> CCn1c2ccccc2c2nn(C)c(=N)nc21
    -5%	-17	-26	-2	-11%	5%	0%	-9%	-2%
> CCCC(=O)Nc1ccccc1-c1nnn(CC(=O)Nc2ccc(OC)cc2)n1
    -12%	39	7	-2	-10%	?	13%	-3%	8%
> CC(NC(=O)Cc1ccsc1)c1ccc(S(N)(=O)=O)cc1 (centres undefined)
    4%	15	7	0	6%	17%	1%[9.22 µM]	7%	-11%
> CCOC(=O)c1ccccc1NS(=O)(=O)c1ccc(OCC)cc1
    2.2µM*	17	8	0	7.1µM*	?	12µM*	?	0%
> Cc1ccc(OCCN2C(=O)c3ccccc3C2=O)c(C)c1
    2%	-22	9	-4	7%	?	-3%	-8%	4%
> CCCCOc1ccc(CSc2n[nH]c(C)n2)cc1
    -23%	-8	4	0	-6%	-22%	4%	-6%	17%
> O=C(O)c1cccc(Nc2ccnc(Nc3cccc(C(=O)O)c3)n2)c1
    10%	1	26	-4	0%	9%	-6%	11%	-5%
> COC(=O)c1sccc1NC(=O)C1CC=CCC1C(=O)O (centres undefined)
    25%	16	47	0	17%	12%	-14%	-1%	-9%
> COc1ccc(CCNC(=O)C2CC(=O)N(C3CCCCC3)C2)cc1OC (centres undefined)
    1%	20	5	2	-2%	0%	-6%	7%	-7%
> CCOC(=O)C(NCc1ccccc1)(NC(=O)c1ccccc1)C(F)(F)F (centres undefined)
    2%	14	-22	1	5%	-13%	1%	4%	-6%
> CCOc1ccc(C(=O)Nc2ccc(N3CCN(S(C)(=O)=O)CC3)cc2)cc1[N+](=O)[O-]
    10%	2	-3	-1	12%	13%	-41%[inhibitor]	10%	-4%
> CC1=CC(=O)C=CC1=Nc1ccc(N(C)C)cc1
    ?	-51*	-121*	-11	?	?	·	?	-14%
> COc1ccc(/C=C/C(=O)OCC(=O)NCC2CCCO2)cc1 (centres undefined)
    -3%	0	-6	-4	-3%	-12%	-3%	-8%	2%
> C#CCNC(=O)c1cc2sccc2n1C
    -2%	-4	-11	3	-1%	5%	2%	-3%	-2%
> S=C(Nc1ccccc1)N1CCN(Cc2ccccc2)CC1
    8%	-2	-4	-8	?	9%	?	0%	11%
> COC(=O)Cc1c(O)ccn(CCc2c[nH]c3ccc(OC)cc23)c1=O
    1%	-23	8	-2	11%	?	-13%	11%	-1%
> CN1C(=O)C(O)(c2sc(N)nc2-c2ccccc2)c2ccccc21 (centres undefined)
    -1%	-24	32	-2	1%	10%	-1%	4%	-4%
> COc1ccccc1S(=O)(=O)c1c(C)cc(C)[nH]c1=O
    4%	4	8	-3	10%	13%	-7%	-6%	-6%
> CN(C(=O)c1cc([N+](=O)[O-])ccc1N1CCCC1)C1CCCCC1
    -4%	-22	-10	-1	0%	-5%	-2%	-4%	1%
> CC(C)(C)c1ccc(NC(=O)Cn2cnc3cc([N+](=O)[O-])ccc3c2=O)cc1
    -16%	-1	40	8	-3%	-2%	?	-1%	6%
> O=C(Cc1n[nH]c(=O)c2ccccc12)OCC(=O)c1ccccc1Cl
    -2%	-13	24	-4	-2%	7%	2%	-8%	-1%
> O=C(CNC(=O)c1ccco1)OCC(=O)c1ccc(Cl)cc1
    5%	23	23	0	-2%	-6%	-108%[inhibitor]	1%	2%
> CCCCn1nnnc1C1(C)CCC(=O)N1Cc1ccc(OC)cc1 (centres undefined)
    12%	-18	40	-3	18%	0%	·	16%	-4%
> CCN1CCN(C(=O)CCc2nc3ccccc3c(=O)[nH]2)CC1
    0%	-18	35	4	-8%	12%	-3%	4%	7%
> CCC(c1nnnn1-c1c(C)cccc1C)N1CCCN(Cc2ccc(F)cc2)CC1 (centres undefined)
    ?	?	-1	-10	?	?	·	-8%	15%
> Cn1c(=O)oc2cc(S(=O)(=O)Nc3ccc(O)cc3)ccc21
    7%	4	10	9&9	-1%	?	8%	-1%&1%	7%
> CCOc1ccc(NC(=O)CN(c2ccc(C)cc2)S(=O)(=O)c2cccs2)cc1
    ·	·	·	1	·	-2%	·	15%	0%
> C[C@H]([C@@H](N)C(=O)N[C@@H](C(=O)O)[C@@H]1O[C@H](n2ccc(=O)[nH]c2=O)[C@@H](O)[C@H]1O)[C@@H](O)c1ccc(O)cn1
    11%	14	1	-3	13%	7%	-5%	0%	-4%
> S=C(Nc1ccccc1)Nc1ccccc1Br
    8%	-11	-10	0	-30%	-1%	-86%[inhibitor]	-3%	8%
> CN(C)c1cc[n+](CC(=O)N2CCCc3ccccc32)cc1
    8%	?	0	-25	6%	4%	-17%	16%	-2%
> CCc1cccc(NC(=O)c2ccc(Cn3nc(C)cc3C)o2)c1
    -1%	1	9	3	-2%	15µM*	-81%[inhibitor]	-2%	7%
> Cc1nc(SCc2nc3ccccc3[nH]2)c2oc3cc(Br)ccc3c2n1
    ·	·	·	·	·	-8%	8%	?	?
> O=C(COC(=O)CCc1nc2ccccc2c(=O)[nH]1)Nc1ccc(OC(F)(F)F)cc1
    12%	1	7	4	11%	15%	-11%	18%	1%
> CC1CCN(Cc2nnnn2CCCC(=O)NCC(C)(C)N2CCOCC2)CC1
    4%	-1	-7	2	-2%	0%	?	8%	0%
> Cc1cnc(C(=O)NCc2ccc(F)cc2)cn1
    15%	-18	-12	-3	17%	-2%	-10%	2%	3%
> O=C(O)CC1S/C(=N\N=C2\C(=O)Nc3ccccc32)N(c2ccc(O)cc2)C1=O (centres undefined)
    5%	-20	13	22	6%	21%	-11%	17%	-6%
> CCOC(=O)N1CCN(C(=O)CSc2ncnc3sccc23)CC1
    -10%	19	8	0	-18%	?	-117%[inhibitor]	-1%	12%
> CC#CC(=O)N1CCC(Oc2cccc(C(=O)NCc3ccccn3)c2)CC1
    11%	24	14	2	11%	?	-10%	17%	4%
> Cc1ccc(OCC(=O)N2CC(C)CC(C)C2)c([N+](=O)[O-])n1 (centres undefined)
    9%	-3	-5	-9	9%	-2%	-5%	-6%	10%
